# Bioassay records deposited in PubChem BioAssay by several laboratories.
# MEX-5 binding – C. elegans MEX-5 TCR-2 RNA binding activity. AID 1832. 300,000 compounds, 0.38% hits. MEX-5/FITC-TCR2 RNA binding, fluorescence polarization; hits give low values. activity score (negative = inhibition of binding), % at 10 µM. Q9XUB2;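 active means inhibition past about -25% in most replicates, and total fluorescence under double the plate's negative control median, limit read from the data; inconclusive means replicates evenly split on the limit, or fluorescence at least double controls; inactive means too little inhibition in most replicates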;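 further: 0% = DMSO and -100% = 5 µM competing unlabeled TCR2 RNA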
# Target sequence (Q9XUB2 whole entry, looked up): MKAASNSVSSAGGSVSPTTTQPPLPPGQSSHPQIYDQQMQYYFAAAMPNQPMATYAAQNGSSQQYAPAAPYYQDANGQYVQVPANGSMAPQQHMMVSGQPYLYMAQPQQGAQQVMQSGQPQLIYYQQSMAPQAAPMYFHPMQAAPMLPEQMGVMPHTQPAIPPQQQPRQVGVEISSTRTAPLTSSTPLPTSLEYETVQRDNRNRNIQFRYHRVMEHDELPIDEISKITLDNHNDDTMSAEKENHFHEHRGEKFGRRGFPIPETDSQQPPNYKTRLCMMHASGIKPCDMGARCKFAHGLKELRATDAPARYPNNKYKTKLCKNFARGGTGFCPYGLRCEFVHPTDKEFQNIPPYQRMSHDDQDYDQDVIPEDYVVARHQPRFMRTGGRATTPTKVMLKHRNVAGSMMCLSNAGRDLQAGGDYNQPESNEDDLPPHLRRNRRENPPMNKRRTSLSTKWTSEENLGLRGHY
# CIT2 TOR yeast – modulators of TOR pathway CIT2-GFP in S. cerevisiae. S. cerevisiae CIT2-GFP strain, flow cytometry, 3 h; 100 means same as DMSO wells. GFP response vs DMSO, % at 10 µM. 320,000 compounds, 0.065% hits;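 active means GFP response relative to DMSO above a set limit, near the screen mean plus 3 SD, cut at about 150% in these data; inconclusive means Fewer than 70 cells measured for a yeast strain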;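 further: ratio of well median GFP fluorescence to mean of DMSO wells on the plate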
# Yeast superoxide – yeast age-related superoxide inhibition as caloric restriction mimetic. 330,000 compounds, 0.18% hits. S. cerevisiae aged cells, superoxide DHE fluorescence; hits give low values. superoxide response (% of plate mean), % at 10 µM. AID 2690;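 active means superoxide response under a set limit, about three screen SD below normal, cut at about 65% in these data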;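 further: yeast aged for seven days with compound at 30 °C before DHE staining; 100% = average MFI of all compound-treated wells on the plate with controls excluded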
# BCLXL inh – Bcl-xL (human) inhibition. AID 2129. GST-Bcl-xL / FITC-Bim BH3 peptide fluorescence polarization. 320,000 compounds, 0.7% hits. inhibition, % at 10.9 µM;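 active means inhibition above the mean of all tested compounds plus 3 SD, cutoff set per campaign, cut at about 30% in these data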;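 further: 0% = DMSO wells and 100% = unlabeled Bim-BH3 peptide competitor; inhibitors lower millipolarization by displacing the labeled peptide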
# Target sequence (Q07817 whole entry, looked up): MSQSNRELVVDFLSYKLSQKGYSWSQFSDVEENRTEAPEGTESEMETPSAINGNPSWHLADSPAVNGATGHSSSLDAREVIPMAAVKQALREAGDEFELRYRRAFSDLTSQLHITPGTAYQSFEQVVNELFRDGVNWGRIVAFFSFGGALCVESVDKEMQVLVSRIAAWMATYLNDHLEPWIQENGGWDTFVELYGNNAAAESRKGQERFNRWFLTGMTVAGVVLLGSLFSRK
# MCL1 BIM primary – inhibitors of human MCL1 binding to BIM-BH3 peptide | GST-MCL1 / FITC-Bim-BH3 fluorescence polarization | inhibition, % at 10.9 µM | 320,000 compounds, 0.68% hits;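 active means inhibition above the mean inhibition of all tested compounds plus 3 SD, set per campaign, cut at about 40% in these data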;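 further: 0% = DMSO wells and 100% = unlabeled Bim-BH3 peptide control; higher means more loss of mP so more displacement of Bim peptide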
# Target sequence (Q07820 whole entry, looked up): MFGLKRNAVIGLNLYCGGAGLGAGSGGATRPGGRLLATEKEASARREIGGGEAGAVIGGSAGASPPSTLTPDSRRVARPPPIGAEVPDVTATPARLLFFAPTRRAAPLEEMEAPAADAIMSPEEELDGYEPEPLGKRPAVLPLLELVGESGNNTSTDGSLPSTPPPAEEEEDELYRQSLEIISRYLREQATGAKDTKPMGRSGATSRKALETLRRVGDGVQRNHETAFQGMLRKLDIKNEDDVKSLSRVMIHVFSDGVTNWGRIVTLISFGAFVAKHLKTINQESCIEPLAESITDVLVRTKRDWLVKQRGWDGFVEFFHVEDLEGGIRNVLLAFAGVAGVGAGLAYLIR
# GLD-1 RNA inh – GLD-1-TGE RNA interaction inhibition (C. elegans); Q17339; purified GLD-1 + fluorescein TGE RNA, fluorescence polarization; inhibition, % at 5.96 µM; 320,000 compounds, 0.44% hits; AID 2280;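 active means percent inhibition above a per-plate cutoff, the plate mean of test compounds plus 3 SD, cut at about 30% in these data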;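 further: 0% = DMSO wells with GLD-1 and probe and 100% = wells lacking GLD-1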
# VLA-4 inh – inhibition in a human VLA-4 binding assay; VLA-4 expressing cells, ligand binding flow cytometry; 330,000 compounds, 0.2% hits; P13612; inhibition, % (about 7 µM as worked out from the volumes in the protocol); in the data active means inhibition above about 50%
# AGP1 TOR yeast – yeast TOR pathway AGP1-GFP modulation | 320,000 compounds, 0.02% hits | AID 2066 | S. cerevisiae AGP1-GFP multiplex flow cytometry, 3 h; GFP as percent of DMSO wells | GFP response vs DMSO, % at 10 µM;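 active means GFP response relative to DMSO above a set limit, near screen average plus 3 SD, cut at about 150% in these data; inconclusive means fewer than 70 cells counted for the yeast strain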;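 further: median GFP channel fluorescence of the gated AGP1 strain per well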
# GRK2 inh – inhibitors of human GRK2 displacing RNA aptamer; P25098; bead flow cytometry, FAM-aptamer displacement from GRK2; inhibition of aptamer binding, % at 10 µM; 330,000 compounds, 0.59% hits;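 active means inhibition of aptamer binding above 40%, roughly 3 SD of noise, on plates passing a quality check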;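 further: median bead fluorescence of bound FAM aptamer so fluorescent compounds give negative values; no value below 0 was filed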
# Numbers without * were called inactive; i = inactive; ? = inconclusive; / = no result given; & = joins results of further samples; [ ] = another dose, or the depositor's remark.
SMILES,MEX-5 binding,CIT2 TOR yeast,Yeast superoxide,BCLXL inh,MCL1 BIM primary,GLD-1 RNA inh,VLA-4 inh,AGP1 TOR yeast,GRK2 inh
COc1cc(C(=O)N2CCN(c3ccc([N+](=O)[O-])cc3)CC2)ccc1OCc1c(C)noc1C,-2.0,94,97,-2,3,1,0,92,17
Cc1ccc(C(=O)N2CCN(C)CC2)cc1S(=O)(=O)N1CCCCCC1,-2.4,98,92,6,6,2,22,100,3
COc1ccc(Cl)cc1C(=O)NNC(=O)c1cccnc1,1.7,84,101,5,5,-2,-1,92,0
CN(CC(=O)Nc1c(Cl)cccc1Cl)C(=O)CCC1CCCC1,0.8,93,93,-3,-3,-14,11,91,0
Cc1cc(C(=O)N/N=C/c2ccccc2Br)no1,0.3,102,86,4,-3,0,8,100,0
CN(Cc1ccon1)C(=O)CC1C(=O)NCCN1Cc1cccc(Oc2ccccc2)c1 (centres undefined),0.6,105,104,6,9,6,-48,99,0
COc1ccccc1C(=O)NCC(=O)NCCC(c1ccccc1)c1ccccc1,/,101,81,-7,-15,-2,7,102,0
CN(C(=O)c1ccc(=O)n(Cc2ccc(Cl)cc2)c1)c1ccccc1,0.8,97,105,3,2,-6,2,101,4
CCOCCCN(Cc1cc2cc(C)cc(C)c2[nH]c1=O)C(=O)N(CC)CC,1.0,96,102,7,11,9,7,104,0
COc1ccc(/C=C/C(=O)Nc2cc(S(=O)(=O)N3CCOCC3)ccc2N2CCCC2)cc1OC,-0.6,81,97,6,4,3,16,91,3
O=C(Cc1c(F)cccc1Cl)c1ccc(O)cc1O,-15,79,99,22,19,19,-3,84,1
CN=C(NC1CCCCC1)c1ccc([N+](=O)[O-])cc1,-0.7,100,96,3,7,2,4,96,0
CCOC(=O)c1c(-c2ccc(C)o2)csc1NC(=O)CN1CCCCC1,1.3,105,102,5,3,5,0,90,0
O=C(O)/C=C/C(=O)Nc1ccc(Oc2ccc(NC(=O)/C=C/C(=O)O)cc2)cc1,-3.4,95,97,8,3,-4,4,95,8
C[C@@H]1C(=O)OC[C@H]1NC(=O)OCc1ccccc1,-0.3,96,99,-1,-5,-6,26,102,0
O=C(Nc1c(Cl)cc(Cl)cc1C(=O)NCCN1CCOCC1)c1cccc([N+](=O)[O-])c1,1.7,99,108,8,6,2,9,103,4
Cc1ccc(N(C)S(=O)(=O)c2cccc(C(=O)Nc3nnc(C4CC4)s3)c2)cc1,0.1,97,117,2,3,6,-7,104,0
COc1cccc(N2CCN(C(=O)c3oc4ccccc4c3NC(=O)Cc3ccc(OC)c(OC)c3)CC2)c1,-3.8,104,111,0,3,0,13,107,0
O=C(CN1CCOCC1)N/N=C/c1ccc(C(=O)O)cc1,-0.7,102,85,7,7,-1,5,104,0
COc1ccccc1/C=N/NC(=O)CC(=O)NCc1cccnc1,-0.7,101,120,1,7,1,15,98,1
CC(=O)Nc1cccc(C(=O)NC2CCCc3c2cnn3-c2ccccc2F)c1 (centres undefined),0.4,109,111,3,3,7,7,114,0
CCNC(=S)N/N=C/c1ccccc1[N+](=O)[O-],-2.6,94,98,-1,4,1,10,99,0
CCOc1ccc(NC(=O)c2ccc(NC(=S)NC3CCCCC3)cc2)cc1,-1.6,111,93,1,-2,2,16,102,0
COc1ccc(N2CCN(C(=O)CS(=O)Cc3nc(-c4ccc(OC)c(OC)c4)oc3C)CC2)cc1 (centres undefined),-3.8,105,119,-5,-10,-4,14,103,2
O=C(NCc1ccco1)c1nnc(Cc2ccc(Cl)cc2)o1,2.2,100,100,7,3,7,32,102,1
Cc1cc(N2CCC(C)CC2)nc2ccc(N3C(=O)CCC3=O)cc12,-2.8,95,99,3,-2,4,2,98,0
CCn1cc(C(=O)OCC(=O)Nc2cccc(Cl)c2Cl)c(=O)c2ccc(C)nc21,-0.4,94,111,2,3,-3,34,96,0
COc1cccc(/C=N/NC(N)=S)c1OCc1cccc(Cl)c1,-5.4,102,91,-7,2,1,-14,103,3
CCOC(=O)N1CCN(c2c(NCCN(C)Cc3ccccc3)c(=O)c2=O)CC1,/,100,90,4,4,-3,-2,101,0
CC(=O)Nc1ccc(S(=O)(=O)NCC(=O)OCC(=O)NCc2ccc3c(c2)OCO3)cc1,/,99,91,/,/,3,5,101,0
COC(=O)c1cccc(NC(=O)CC2C(=O)NCCN2C(=O)c2ccc(F)cc2F)c1 (centres undefined),-0.6,100,88,1,-1,-2,19,96,0
Cn1nc(C(=O)OCC(=O)Nc2ccc(Cl)cc2Cl)c2ccccc2c1=O,/,90,98,4,2,1,-4,103,0
CCOc1ccc(OCCC(=O)N2CCN(S(=O)(=O)c3ccc(F)cc3)CC2)cc1,-4.4,101,97,0,-10,2,-11,103,0
COc1cc(CNCCSc2nnnn2C)cc(Br)c1OCc1ccccc1F,-1.2,108,104,8,5,-4,10,102,0
Cc1c(C(=O)N2CCN(c3ccccc3)CC2)oc2c(F)cccc12,2.2,102,101,-4,1,4,14,101,1
O=C(NCCCc1ccccc1)N1CCOCC1,-4.7,100,100,2,-4,7,15,99,1
CCOc1ccc(C2NCCc3cc(OC)c(OC)cc32)cc1OC (centres undefined),-3.4,104,79,4,-1,5,10,104,0
Cc1cnc(C)c(N2CCN(Cc3nc(-c4ccccc4)no3)CC2)n1,-1.5,91[may fluoresce red],96,6,3,0,0,?,0
O=C(NCCc1ccccn1)C(F)(F)C(F)(F)C(F)(F)C(F)(F)C(F)(F)C(F)(F)C(F)(F)C(F)F,-1.5,87,79,-8,1,3,0,92,3
Cc1cc(NS(=O)(=O)c2ccc(Br)s2)no1,-0.8,97,i,0,2,-4,1,92,0
COc1ccccc1OCC(=O)Nc1ccccc1C(=O)NC1CC1,-1.3,96,110,-7,-12,9,-1,102,1
CS(=O)(=O)N1Cc2ccccc2CC1C(=O)O (centres undefined),/,97,96,2,0,-1,8,95,1
Cn1c(=O)c2c(nc(CN3CCN(c4ccccc4)CC3)n2Cc2c(F)cccc2Cl)n(C)c1=O,0.2,93,100,4,5,-11,10,95,2
CCn1c(O)c(N=NC2=NC(=O)CS2)c2cc(C)ccc21,-6.4,93,110,5,3,8,-9,90,0
O=C(NNC(=O)c1ccccc1F)c1ccco1,-3.7,102,100,1,4,4,-8,102,0
O=C(CN1N=C(c2ccc(Cl)cc2)CCC1=O)NCCN1CCc2ccccc2C1,3.0,113,90,0,1,1,20,103,0
Cc1cccc(NC(=S)NC2CC3CCCC(C2)N3Cc2ccccc2)c1C (centres undefined),-1.1,98,86,4,5,1,29,99,0
CC(=O)Nc1cccc(/C(C)=N/NC(=O)c2ccccc2Cl)c1,-0.5,108,92,-3,1,3,0,108,3
Cn1c(SCC(=O)N/N=C/c2ccc([N+](=O)[O-])s2)nnc1-c1ccccc1,2.0,149,87,11,21,-5,-40,99,2
Cc1noc(C)c1C(=O)NCc1ccccc1,0.1,97,88,-2,-2,0,15,94,0
Cc1cccc(-n2ccnc2CN2CCC(CO)(Cc3ccccc3)CC2)c1,-2.0,96,104,-3,-5,-3,-4,98,0
O=C(c1ccccc1Cl)N1CCN(Cc2ccc3c(c2)OCO3)CC1,-2.0,99,99,-1,-1,-8,7,98,0
Cc1ccc2c(c1)c1c3n2CCNC3CCC1 (centres undefined),-0.8,110&109,94&109,1,6,0&-4,-1&5,109&107,0&0
CCn1c2ccccc2c2n[nH]c(=S)nc21,4.7,100,72,13,18,2,6,102,1
O=C(OCCN1CCCCC1)c1cc2ccccc2o1,-0.7,103,108,1,2,10,-13,99,2
COc1cccc(C(=O)N2CCN(C3CCC(c4ccccc4)CC3)CC2)c1OC (centres undefined),0.5,106,106,3,1,3,8,108,1
COc1ccccc1N(CC(N)=O)S(=O)(=O)c1ccc(C)cc1,-1.4,98,111,-4,-7,1,11,111,0
CCn1c(O)c(/C=C2\C=NN=C2c2ccccc2)sc1=S,/,104,96,2,4,5,3,109,0
CCCN1C(=O)CC(=O)N=C1SCC(=O)Nc1ccccc1F,/,103,88,/,/,2,-4,101,0
O=C(COC(=O)CNC(=O)c1ccc([N+](=O)[O-])o1)Nc1ncc(Cl)cc1Cl,/,102,99,13,16,13,3,105,55*

# Next part:
SMILES,MEX-5 binding,CIT2 TOR yeast,Yeast superoxide,BCLXL inh,MCL1 BIM primary,GLD-1 RNA inh,VLA-4 inh,AGP1 TOR yeast,GRK2 inh
COc1ccc(/C=C2\CCC/C(=C\C=N\N(C)C)C2=O)cc1,3.8,94,88,-23,-28,-42,28,92,1
C[C@@H](C(=O)NCc1ccccc1)[C@@H]1C[C@@]1(C)[C@@H](NC(=O)OCc1ccccc1)c1ccccc1,2.5,96,103,1,12,3,-5,90,0
CC(=O)Nc1ccc(C(=O)N(C)C(C(=O)Nc2ccc(C)cc2)c2ccccn2)cc1 (centres undefined),-2.2,106,100,6,3,2,18,102,0
CCOCCCn1c(SCC(=O)Nc2cc(OC)ccc2OC)nc2ccccc2c1=O,1.7,98,111,3,6,1,3,145,6
COc1ccc(C(=O)Nc2ccc(C(=O)N3CCOCC3)cc2)cc1OC,1.4,103,101,7,2,-2,25,98,1
COc1ccc(CC(=O)N2CC3(C)CC2CC(C)(C)C3)cc1 (centres undefined),-1.3,98,86,0,-6,-3,-3,98,0
CCn1cc(C(=O)NCC(C)C)c(=O)c2cc(F)c(N3CCN(C(=O)c4ccco4)CC3)cc21,1.4,100,95,6,10,2,0,66,0
O=C(Nc1ccc(N2CCN(C(=O)c3ccco3)CC2)cc1)c1cccs1,0.3,97,108,6,11,7,0,97,0
COc1ccc(C(C(=O)Nc2ccc(C(C)C)cc2)N(Cc2ccco2)C(=O)CC2NC(=O)NC2=O)cc1 (centres undefined),-0.4,104,106,-1,-5,4,-3,100,0
Cc1c(Cc2ccccc2)c(=O)oc2cc(O)ccc12,/,100,90,13,6,3,7,99,0
COc1ccc(C)cc1S(=O)(=O)Nc1ccc(-n2c(C)nc3ccccc3c2=O)cc1,2.7,85,98,0,5,-2,-1,93,0
Cc1cc(OCC(=O)Nc2ccc(CN3CCOCC3)cc2)c2c(C)c(C)c(=O)oc2c1,-0.5,98,92,5,-5,-8,12,99,1
Cc1cc(C(=O)N/N=C/c2cccc(OC(=O)c3cccc(Br)c3)c2)n[nH]1,/,99,115,/,/,/,7,93,0
CCCCN(CC)S(=O)(=O)N1CCC(C(=O)NCCCN2CCOCC2)CC1,-1.7,111,100,8,-3,7,-5,101,1
Cc1cc(OCC(=O)Nc2ccncc2)c(C)cc1Br,2.6,88,128,-1,-8,5,12,87,0
CCc1ccc(OCC(=O)OC(C)C(=O)Nc2ccc(Cl)cn2)cc1 (centres undefined),/,88,100,6,2,-2,6,100,5
CCCC(=O)NCc1ccccc1Cl,0.5,97,87,1,2,7,-8,95,1
CCCOc1ccc(/C(O)=C2/C(=O)C(=O)N(c3cc(C)on3)C2c2ccc(C(=O)OC)cc2)cc1 (centres undefined),1.8,/,90,-1,-6,0,4,100,0
COc1ccccc1CC(=O)Nc1ccc([N+](=O)[O-])cc1O,1.4,108,109,4,4,8,-43,101,0
